PhoP inhibition = PhoP-dependent GFP reporter repression – Salmonella Typhimurium, primary screen (AID 1863); S. Typhimurium PhoP-regulated promoter GFP reporter, 4 h; higher % means a stronger effect; one-dose inhibition, % at 50 µM; IC50 in µM for titrated hits; 300,000 compounds, 0.16% hits;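 active = inhibition over 29.93%, a cutoff 3 SD above the screen mean, later confirmed by dose response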;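 note: 0% = low Mg2+ inducing control and 100% = high Mg2+ repressing control; strong numbers were not always called active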
Large T inhibition = TAg ATPase/helicase activity blockers – biochemical (AID 1903). SV40 large T antigen ATPase/helicase inhibition assay; higher % means a stronger effect. inhibition, % at 20 µM, or IC50 in µM where a hit was titrated. 310,000 compounds, 0.39% hits; in the data active = a potency from the dose series; note: strong numbers were not always called active
MgcRacGAP inhibition = MgcRacGAP GTPase-activating activity inhibitors, confirmation, biochemical, ADP Hunter fluorescence | MgcRacGAP-stimulated Rac1 GTP hydrolysis, ADP Hunter fluorescence; higher % means a stronger effect; GST-tagged Rac1 F28L mutant substrate | inhibition, % at 30 µM, or IC50 in µM where a hit was titrated | 340,000 compounds, 0.6% hits;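 active = first-screen hits whose inhibition reached a set limit at any dose in the follow-up dose series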;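 note: fluorescence reports GDP produced by GAP-driven GTP hydrolysis; strong numbers were not always called active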
West Nile antiviral = inhibition of WNV-induced cytopathic effect – cell-based, CPE readout (AID 1621). West Nile virus-infected cells, CPE inhibition; higher % means a stronger effect. one-dose CPE inhibition, % at 10 µM; IC50 in µM for titrated hits. 290,000 compounds, 0.02% hits; in the data active = a potency from the dose series; note: strong numbers were not always called active
T cell HTS = T cell immune modulators affecting CD8 T cell-vesicle binding; 2C CD8+ T cell-vesicle binding, flow cytometry; hits give low values; calls only at 7 µM; 330,000 compounds, 0.068% hits; AID 2052;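 active = response, share of CD8 T cells binding vesicles, and their 90th percentile fluorescence all below set limits, cut at about 80% in these data, passing the limit was not always enough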
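Read-out – percent CD8+ FL2 mean versus row control · System – murine 2C transgenic CD8+ T lymphocytes · Times – 1.5 h cell–vesicle binding at 37 °C, then 20 min icy labelling · Control set – naked vesicles low, QL9 vesicles with vehicle high · Detection – cytometric PE anti-B7-1 and Alexa647 anti-CD8 signals after 1% paraformaldehyde fixation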
Dengue-2 NS5 capping = flavivirus cap methylation enzyme inhibition – biochemical, confirmation dose response, primary screen (AID 588689) | 340,000 compounds, 0.3% hits | inhibition, % at 25 µM; hits with a dose series show IC50 in µM | Dengue-2 NS5 methyltransferase capping enzyme assay, biochemical; higher % means a stronger effect; in the data active = a potency from the dose series
RSV antiviral HEp-2 = RSV antiviral activity via CPE protection, HEp-2 cells, primary 10 µM value included (AID 2391); HEp-2 cells, RSV-induced CPE inhibition; higher % means a stronger effect; one-dose CPE inhibition, % at 10 µM; IC50 in µM for titrated hits; 310,000 compounds, 0.13% hits; in the data active = a potency from the dose series; note: strong numbers were not always called active
NTR1 ag = agonists of NTR1, primary screen, imaging, U2OS cells, beta-arrestin-GFP, high content (AID 493036); P30989; NTR1-U2OS beta-arrestin-GFP spot imaging, agonist mode; activation, % at 20 µM; 330,000 compounds, 0.17% hits;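 active = activation at or above 40% of the spot to cytoplasm intensity ratio, with at least 20 cells analyzed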;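 note: 0% = DMSO without peptide and 100% = 100 nM NTR1 peptide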
Target sequence (P30989 whole entry, looked up): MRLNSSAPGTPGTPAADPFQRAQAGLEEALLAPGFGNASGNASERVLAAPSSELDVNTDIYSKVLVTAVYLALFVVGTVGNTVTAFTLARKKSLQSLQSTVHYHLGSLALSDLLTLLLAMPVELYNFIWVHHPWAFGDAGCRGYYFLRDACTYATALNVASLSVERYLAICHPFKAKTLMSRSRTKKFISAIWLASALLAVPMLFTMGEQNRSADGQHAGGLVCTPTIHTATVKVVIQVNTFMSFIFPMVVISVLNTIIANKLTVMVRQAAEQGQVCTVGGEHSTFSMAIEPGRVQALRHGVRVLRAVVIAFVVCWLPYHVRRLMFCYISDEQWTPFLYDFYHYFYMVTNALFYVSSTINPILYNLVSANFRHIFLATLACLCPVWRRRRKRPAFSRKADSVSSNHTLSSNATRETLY
UTI89 phage lysis = protection from phage-mediated lysis, alamar blue read-out – E. coli UTI89, K1F phage, bacterial capsule biogenesis inhibitors (AID 488966). E. coli UTI89 K1F phage lysis, alamar blue, 2 h; higher % means a stronger effect. inhibition, % at 100 µM; hits with a dose series show IC50 in µM. 340,000 compounds, 0.02% hits;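 active = phage lysis inhibition, versus mean bacterial control, above a set limit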;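 note: capsule biogenesis inhibitors block K1F phage lysis so surviving cells raise fluorescence; higher fluorescence means more inhibition of phage lysis; actives were called in the ten point dose series up to 300 µM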
T cell HTS vesicle-bound % = recorded beside T cell HTS, whose call it bears; double positive events, %; measured here: CD8+ vesicle-bound cell fraction;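 binding gate set so that unloaded-vesicle control wells show 10% double positive cells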
NTR1 ag cell count 20 µM = also measured in NTR1 ag; calls as there; cell count; measured here: cell count, cytotoxicity flag
Dengue-2 NS5 capping pilot replicate = also measured in Dengue-2 NS5 capping; calls as there; inhibition, %; measured here: pilot screen replicate inhibition
* = called active by the depositor; i = inactive; · = no result given; [ ] = dose if it differs, or a comment.

SMILES	PhoP inhibition	Large T inhibition	MgcRacGAP inhibition	West Nile antiviral	T cell HTS	T cell HTS vesicle-bound %	Dengue-2 NS5 capping	RSV antiviral HEp-2	NTR1 ag	NTR1 ag cell count 20 µM	UTI89 phage lysis	others
COc1cc(C[C@@H](CO)[C@H](CO)Cc2ccc(O)c(OC)c2)ccc1O	-0.2%	12.3%	·	-0.2%	i	24.7	·	0.4%	0.7	43	·
Cc1ccc2c(C(=O)CN3CC(C)CC(C)C3)c(C)[nH]c2c1 (centres undefined)	·	12.5%	1.4%	-1.0%	i	58.6	-4.8%	0.7%	0.0	98	-0.1%
CC1Cc2nc(SCC(=O)N3CCOCC3)n(C)c(=O)c2S1 (centres undefined)	-5.1%	13.4%	9.5%	-0.5%	i	22.9	3.9%	-0.3%	1.3	80	1.7%[50 µM]
Cn1nc(N)nc1N1CCN(c2ccc(F)cc2)CC1	10.5%	4.7%	3.8%	1.3%	i	56.9	·	0.6%	0.1	63	1.1%
Cc1ccc(S(=O)(=O)N2CCCCC2)cc1NC(=O)c1c(-c2ccccc2)noc1C	·	·	0.7%	·	i	45.6	1.9%	1.4%	3.4	60	0.5%[50 µM]
COc1ccc(/C=N/NC(=O)CCn2c3ccccc3c3ccccc32)cc1O	10.8%	11.5%	11.7%	1.1%	i	30.6	0.7%	1.3%	7.7	44	-0.3%
COc1ccc(N2C(=O)CC(Cc3ccc(Br)cc3)C2=O)cc1 (centres undefined)	-3.3%	5.2%	2.9%	1.2%	i	35.4	-6.2%	4.1%	2.7	70	-0.1%
CCCn1c(=S)[nH]c2cc(C(=O)NCC3CCCO3)ccc2c1=O (centres undefined)	10.1%	-1.7%	17.9%	0.1%	i	18.2	0.0%	-0.1%	-2.7	96	-0.7%
Cc1n[nH]c(=O)c2c(NC(=O)CSc3ncccn3)oc(C)c12	0.4%	12.0%	2.6%	·	i	27.7	7.9%	-1.5%	-0.2	68	2.2%[50 µM]
O=[N+]([O-])c1ccccc1/C=C/CN1CCCC(CO)C1 (centres undefined)	-5.6%	3.0%	8.7%	-0.7%	i	59.2	1.5%	-0.6%	0.7	58	2.5%
Cc1ccc(SCC(=O)Nc2cccc(C(=O)NC(C)(C)C)c2)cc1	0.5%	6.3%	3.6%	-0.1%	i	44.7	-6.2%	0.5%	0.0	40	-0.4%
COc1cc(SC)ccc1C(=O)Nc1c(Cl)cncc1Cl	16.8%	10.3%	7.0%	-0.4%	i	60.7	·	-0.2%	1.0	58	i

Pulled by compound from the entries so far:
SMILES	PhoP inhibition	Large T inhibition	MgcRacGAP inhibition	West Nile antiviral	T cell HTS	T cell HTS vesicle-bound %	Dengue-2 NS5 capping	RSV antiviral HEp-2	NTR1 ag	NTR1 ag cell count 20 µM	UTI89 phage lysis	others
Cc1ccc(SCC(=O)Nc2cccc(C(=O)NC(C)(C)C)c2)cc1	0.5%	6.3%	3.6%	-0.1%	i	44.7	-6.2%	0.5%	0.0	40	-0.4%
COc1cc(SC)ccc1C(=O)Nc1c(Cl)cncc1Cl	16.8%	10.3%	7.0%	-0.4%	i	60.7	·	-0.2%	1.0	58	i
COc1ccc(N2C(=O)CC(Cc3ccc(Br)cc3)C2=O)cc1 (centres undefined)	-3.3%	5.2%	2.9%	1.2%	i	35.4	-6.2%	4.1%	2.7	70	-0.1%
COc1ccc(/C=N/NC(=O)CCn2c3ccccc3c3ccccc32)cc1O	10.8%	11.5%	11.7%	1.1%	i	30.6	0.7%	1.3%	7.7	44	-0.3%

More compounds:
SMILES	PhoP inhibition	Large T inhibition	MgcRacGAP inhibition	West Nile antiviral	T cell HTS	T cell HTS vesicle-bound %	Dengue-2 NS5 capping	RSV antiviral HEp-2	NTR1 ag	NTR1 ag cell count 20 µM	UTI89 phage lysis	others
Cn1nnnc1SCC(=O)N1CCN(c2ccccc2)CC1	13.7%	·	9.5%	-0.1%	i	14.5	4.8%	-0.8%	-0.5	30	0.1%
Cc1c(C(=O)N2C[C@@H](C)O[C@@H](C)C2)oc2c(F)cccc12	7.8%	-8.8%	10.0%	-0.5%	i	14.5	0.9%	-0.1%	-1.0	70	0.2%
O=C(NCCN1CCOCC1)c1cc2sccc2n1Cc1ccc(Cl)cc1	1.3%	18.7%	24.5%	-0.9%	i	39.7	4.8%	-2.5%	-1.4	43	-1.3%
CCCn1c(SCC(=O)N2CCc3ccccc3C2)nc2c1c(=O)n(C)c(=O)n2C	-4.9%	22.7%	8.1%	-0.1%	i	24.3	-3.4%	3.0%	3.8	89	0.3%	Dengue-2 NS5 capping pilot replicate=-3.0
COc1ccc(NC(=O)c2ccccc2OCc2c(C)noc2C)cc1OC	1.0%	24.2%	8.0%	0.0%	i	20.0	-3.2%	2.8%	0.9	73	0.9%[50 µM]
CN(CC(=O)NC(=O)NCc1ccccc1)Cc1ccc(Cl)cc1	22.4%	1.1%	7.9%	-1.5%	i	50.0	2.9%	0.8%	-1.3	66	1.6%[50 µM]
Cc1[nH]c2ccccc2c1C(O)c1ccncc1 (centres undefined)	7.0%	4.9%	5.6%	-0.3%	i	33.6	-7.3%	2.0%	1.1	42	-0.4%
OCc1csc(=Nc2ccccc2)n1-c1ccccc1	-1.1%	13.2%	-2.5%	0.3%	i	42.9	6.4%	2.0%	0.6	69	0.8%
COc1cccc(NC(=S)N(CCCN2CCOCC2)C(C)c2cc3cccc(OC)c3o2)c1 (centres undefined)	1.9%	1.7%	12.9%	-0.9%	i	32.5	0.0%	-1.0%	1.5	56	0.1%
COC(=O)c1cccc(NC(=O)CN2CCN(c3ccc(OC)cc3)CC2)c1	-1.5%	25.3%	8.2%	-0.4%	i	23.4	-10.9%	6.6%	0.1	64	-0.2%
COC(=O)c1ccc(C)c(NC(=O)CSc2nnc3ccccn23)c1	·	·	8.6%	·	i	20.9	4.4%	0.4%	5.4	48	0.9%[50 µM]
CN(c1ccccc1)S(=O)(=O)c1cc(C(=O)c2nccn2C)ccc1Cl	-4.2%	1.9%	1.2%	0.1%	i	18.4	1.4%	5.4%	5.5	51	4.2%
O=C(OCn1nnc2ccccc2c1=O)c1ccc(Br)o1	-10.3%	0.8%	-8.9%	0.4%	·	·	-9.7%	0.3%	0.3	58	0.6%
COc1ccc(CN2CCNC(=O)C2CC(=O)NCc2cc(C)n(C)n2)c(F)c1 (centres undefined)	0.9%	3.2%	8.5%	-0.9%	i	60.5	-7.8%	1.0%	0.1	63	0.7%[50 µM]
COc1ccc(-c2nnc(SCc3c(C)noc3C)o2)cc1	-10.5%	7.6%	3.5%	-1.0%	i	5.2	-3.0%	0.4%	-0.4	62	0.6%
C#CC1(NC(=O)NC(C)C)CCCCC1	-0.2%	20.4%	3.7%	-0.4%	i	65.1	·	0.6%	1.2	74	1.1%
CC(=O)Nc1ccc(S(=O)(=O)N(C)CC(=O)NNC(=O)Cc2nc3ccccc3n2C)cc1	·	·	8.3%	·	i	38.6	10.0%	·	-1.0	47	1.1%
CCc1ccc(NC(=S)Nc2cccc(OC)c2)cc1	21.5%	5.7%	5.2%	0.1%	i	42.0	-6.4%	4.1%	0.1	43	0.2%
CCOC(=O)C1CCCN(S(=O)(=O)c2cc(Br)cc3c2N(C(=O)CC)CC3)C1 (centres undefined)	0.0%	-23.0%	4.9%	-0.7%	i	27.9	-4.9%	3.2%	-0.8	35	0.1%
Nc1ccc(-c2ccc(N)c([N+](=O)[O-])c2)cc1[N+](=O)[O-]	3.0%	4.7%	0.8%	0.1%	i	40.1	-9.5%	0.9%	0.2	40	0.9%
S=c1[nH]nc(COc2ccccc2)n1/N=C/c1cccnc1	1.6%	19.8%	11.7%	-0.3%	i	67.8	-2.6%	2.0%	3.8	66	0.3%
O=C(Nc1ccc2nccnc2c1)c1cnccn1	12.8%	13.2%	6.6%	0.5%	i	32.6	-7.9%	1.9%	-0.7	52	-0.8%
O=C(CCn1c(=O)oc2ccc(Cl)cc21)N1CCN(Cc2ccccc2)CC1	9.1%	4.6%	1.1%	-0.2%	i	62.5	-4.6%	1.1%	0.2	44	0.1%
COc1ccc(NC(=O)Nc2cccc3c2O[C@H](CN(C)C(=O)Nc2ccccc2)[C@@H](C)CN([C@H](C)CO)C3=O)cc1	·	·	3.5%	·	i	·	-57.6%	·	3.0	62	2.7%
O=C(/C=C/c1ccco1)N1CCN(c2ncccn2)CC1	-11.4%	12.7%	13.9%	-0.5%	i	44.6	-1.4%	0.5%	1.0	40	5.5%
CC(C)CNC(=O)c1ccccc1NC(=O)/C=C/c1cccc([N+](=O)[O-])c1	-10.7%	9.2%	-0.4%	-1.3%	i	36.8	0.4%	1.4%	0.6	51	0.8%
O=C(O)CCCn1c(O)c(C=C2N=c3ccccc3=N2)sc1=S	-1.7%	20.4%	12.7%	-0.2%	i	38.8	-1.6%	5.0%	-0.4	56	0.2%
COCCNC(=O)C(c1ccc(O)cc1)N(Cc1ccco1)C(=O)CCC(=O)Nc1nccs1 (centres undefined)	22.7%	5.9%	2.5%	0.2%	i	45.4	-1.4%	0.1%	-0.8	65	0.3%
O=C(Nc1cc2c3c(c1)C1CCCC1CN3CC1CCCC21)c1ccc([N+](=O)[O-])cc1 (centres undefined)	18.3%	2.2%	4.5%	-0.8%	i	43.1	16.1%	15.3%	0.1	77	-1.0%
COC(CNC(=O)[C@H](Cc1ccccc1)N1Cc2ccccc2C1=O)OC	-2.7%	-3.5%	6.8%	-1.0%	i	59.6	3.9%	-0.5%	0.0	69	0.2%
COc1cccc(CN2C(=O)c3ccccc3S2(=O)=O)c1	-2.1%	4.7%	7.6%	0.1%	i	22.2	-0.8%	2.5%	2.0	35	0.2%
COC1=C/C(=C/c2c(N)n3cc(C)sc3nc2=O)C=CC1=O	-14.6%	35.3%	71.9µM*	-0.9%	i	50.5	-88.0%	0.1%	0.3	39	-5.8%
CC1CCN(C(=O)c2[nH]cnc2C(=O)NCc2ccccc2)CC1	·	·	12.5%	·	i	56.9	-10.2%	1.6%	-1.0	67	1.3%
Cc1cc(C)cc(OCC(=O)OCC(=O)NC2CC2)c1	·	·	-3.5%	·	i	36.1	-2.4%	·	0.6	61	2.9%
Cc1c(NC(=O)c2cc(S(=O)(=O)N3CCCCC3)ccc2Cl)c(=O)n(-c2ccccc2)n1C	·	·	1.0%	·	i	51.9	-7.8%	·	1.3	52	-3.4%
N#Cc1ccccc1NC(=O)COC(=O)C1CCN(C(=O)c2ccc(Cl)cc2)CC1	·	·	6.2%	·	i	15.5	-6.7%	-0.1%	1.7	46	0.8%[50 µM]
CCC(C)NCCOCCOc1ccccc1-c1ccccc1 (centres undefined)	8.8%	2.1%	15.4%	-1.4%	i	33.3	-8.3%	-2.4%	-1.3	69	7.0%

Screening data as filed in PubChem.

Hits appear at their usual frequency; about 1.5% have a hit in one of these screens.
